PfGluPho inh: PfG6PD (Plasmodium falciparum) enzyme inhibition. inhibition, % at 20 µM. hit rate 0.78% among 350,000. PfGluPho enzyme, NADPH resazurin-diaphorase fluorescence. AID 504690;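 active means inhibition reaching at least a set limit at 20 µM in the primary screen, cut at about 59% in these data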;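 further: 0% = DMSO wells with substrate and 100% = DMSO wells lacking glucose-6-phosphate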
SENP7 block: blocks the human protease SENP7; hit rate 1.5% among 330,000; Q9BQF6; recombinant SENP7, Z-RLRGG-aminoluciferin luminescence, 40 min; inhibition, % at 5 µM;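 active means inhibition above about 50% at the single test dose, limit read from the data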;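 further: plate controls were DMSO with enzyme for no effect and no enzyme buffer wells for full effect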
UBC13 inh: human UBC13 polyubiquitination inhibition | UBC13 polyubiquitin chain formation, TR-FRET | inhibition, % at 20 µM | hit rate 0.47% among 330,000 | AID 485273; in the data active means inhibition above about 45%, passing the limit was not always enough
Target sequence (P61088 whole entry, looked up): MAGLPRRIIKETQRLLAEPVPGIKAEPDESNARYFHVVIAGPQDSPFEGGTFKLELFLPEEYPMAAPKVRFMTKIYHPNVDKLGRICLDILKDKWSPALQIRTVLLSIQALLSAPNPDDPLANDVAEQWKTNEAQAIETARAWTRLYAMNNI
HKDC1 inhibitor: blocks human hexokinase HKDC1 activity; Q2TB90; recombinant HKDC1, G6PDH/diaphorase resazurin coupled fluorescence; inhibition, % at 20 µM; hit rate 0.16% among 340,000;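 active means inhibition above about 35% when tested at 20 µM, limit read from the data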;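 further: plate controls were DMSO wells with enzyme for no effect and DMSO wells lacking enzyme for full effect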
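Incubation: 90 min at room temperature in dark / Material: recombinant HKDC1 (HK5) hexokinase enzyme, produced in-house / Quantity: enzyme 5 µg/mL final / Compound: one dose of 20 µM, 1% DMSO / Reagent: glucose and ATP substrates / Buffer or medium: Tris pH 8.0 buffer with MgCl2, Tween-20, BSA, BME / Technique: resorufin fluorescence at 613 nm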
SENP6 block: blocks the human protease SENP6 | Recombinant SENP6 catalytic domain, aminoluciferin luminescence | inhibition, % at 10 µM | hit rate 1.8% among 330,000 | Q9GZR1;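 active means inhibition above about 50% at the single tested dose, limit read from the data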;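 further: plate controls were DMSO wells with enzyme for no effect and DMSO wells lacking enzyme for full effect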
Target sequence (Q9GZR1 628-1112 limits assumed): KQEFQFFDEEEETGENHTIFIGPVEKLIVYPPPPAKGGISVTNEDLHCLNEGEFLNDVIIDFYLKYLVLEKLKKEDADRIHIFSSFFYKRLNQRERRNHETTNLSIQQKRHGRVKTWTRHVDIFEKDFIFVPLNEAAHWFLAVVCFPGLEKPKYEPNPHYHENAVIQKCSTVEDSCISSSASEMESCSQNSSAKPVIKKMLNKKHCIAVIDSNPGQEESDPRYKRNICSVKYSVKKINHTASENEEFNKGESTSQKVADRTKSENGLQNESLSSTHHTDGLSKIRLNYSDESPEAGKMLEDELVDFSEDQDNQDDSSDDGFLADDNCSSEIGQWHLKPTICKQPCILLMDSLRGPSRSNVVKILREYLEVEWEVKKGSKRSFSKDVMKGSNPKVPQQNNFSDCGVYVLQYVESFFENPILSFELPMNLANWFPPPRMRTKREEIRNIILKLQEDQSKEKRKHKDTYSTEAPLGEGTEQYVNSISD
SENP8 block-1: SENP8 protease inhibition; Q96LD8; purified SENP8, Z-RLRGG-aminoluciferin cleavage, luminescence; inhibition, % at 10 µM; hit rate 1.2% among 330,000; AID 2540; in the data active means inhibition above about 50%
Target sequence (Q96LD8 whole entry, looked up): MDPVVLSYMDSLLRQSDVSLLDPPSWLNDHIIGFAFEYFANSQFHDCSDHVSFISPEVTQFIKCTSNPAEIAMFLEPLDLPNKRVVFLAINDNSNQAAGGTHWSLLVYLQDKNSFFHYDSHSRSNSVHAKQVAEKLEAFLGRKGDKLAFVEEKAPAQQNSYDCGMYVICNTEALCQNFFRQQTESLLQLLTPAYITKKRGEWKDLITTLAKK
SENP8 block-2: SENP8 (human) protease inhibition | recombinant SENP8, Nedd8 substrate fluorescence | inhibition, % at 20 µM | hit rate 0.64% among 360,000 | AID 602440; in the data active means inhibition mostly above about 40%, no sharp cut-off; inactive means mostly below about 27%
beta cell repl: inducers of beta-cell replication in MIN6 cells; proliferation, % at 10 µM; MIN6 cells proliferation, ATPlite luminescence, 48 h; cells starved in 0.2% serum; 100% = growth in 10% serum; hit rate 0.29% among 330,000;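 active means compounds whose signal lies at least 3.5 SD above the mean of all wells on their plate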;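 further: 0% = DMSO-treated cells in low-serum medium and 100% = 10% serum control; some compounds called inactive have numbers as strong as hits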
SENP1 FRET inh: SENP1 (human) catalytic domain inhibition | Q9P0U3 | recombinant SENP1 catalytic domain, CyPet-SUMO1-YPet FRET cleavage | hit rate 0.21% among 360,000 | AID 624204 | inhibition, % at 10 µM;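 active means inhibition at least 30% at 10 µM, raw YFP signal under a set limit, fluorescence ratio 0.5 to 1.5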;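 further: 0% = enzyme with DMSO and 100% = no enzyme wells; some results filed as inactive read as strong as hits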
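Controls: no-enzyme wells low, DMSO-plus-enzyme wells high control. Test system: human recombinant His6-tagged SENP1 catalytic domain enzyme. Reagent: SFCypet-SUMO1-SFYpet FRET protein substrate, 25 nM final. Doses: one dose per compound, 10 µM, 0.5% DMSO. Detection: FRET, CFP and YFP emission. Timing: 50 min reaction at room temperature.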
The depositor's hits bear a star; i = inactive; nt = no result given.

SMILES	PfGluPho inh	SENP7 block	UBC13 inh	HKDC1 inhibitor	SENP6 block	SENP8 block-1	SENP8 block-2	beta cell repl	SENP1 FRET inh
O=S(=O)(CCN1CCOCC1)c1ccc(OC(F)(F)F)cc1	-6	8	5	-3	-5	4	15	-1	0
NC(N)=Nc1nc(-c2ccccc2)c2cc(Cl)ccc2n1	-11	10	51*	1	-26	-8	-293	-5	-23
COc1ccc(C)cc1NC(=O)CCC(=O)Nc1nnc(C2CCCCC2)s1	5	-5	2	-4	-2	2	14	2	-1
CNC(=S)NNc1nc(N2CCOCC2)nc(N2CCOCC2)n1	9	-5	-2	-10	-21	-12	12	-2	0
O=C(Nc1ccccc1Cl)NC1CCCCCCC1	29	13	-4	3	-5	-14	2	-4	0
CCOc1ccc(-n2ccnc(SCC(=O)Nc3cccc(OC)c3)c2=O)cc1	3	13	12	-1	-18	-12	i	-5	-2
NC(=O)c1cc2ccc(O)cc2oc1=Nc1ccccc1	-38	nt	nt	4	nt	nt	-444	nt	-19
CC(=O)c1ccc(OCc2cc(C(=O)NCCN3CCCC(O)C3)no2)cc1 (stereo not drawn)	2	0	0	-6	5	-2	4	-2	-4
O=C1CC(c2ccccc2)CC(O)=C1C=NCc1ccc(Cl)cc1 (stereo not drawn)	5	14	1	15	-16	-8	4	-1	-1
O=C(N/N=C/c1c(O)ccc2ccccc12)c1ccc[n+](CCO)c1	-45	6	-112	-15	-8	-5	28	-1	-9
CCOc1ccccc1C1CC(=O)Nc2cc(OC)c(OC)cc21 (stereo not drawn)	3	-3	4	-6	11	2	10	-3	0
O=C(N/N=C/c1ccc([N+](=O)[O-])o1)c1sc2ccccc2c1Cl	7	9	-25	4	-3	14	20	-6	-1
O=C(Nc1ccccc1F)c1ccc(S(=O)(=O)NCC2CCCO2)cc1 (stereo not drawn)	15	8	3	-1	3	1	4	-1	0
CCC1CN(C(=O)N2CCC(C(=O)NCc3ccc(C)o3)CC2)c2ccccc2O1 (stereo not drawn)	0	-1	4	-5	-3	-3	19	-1	0
COc1ccc(/C=C(\C#N)C(=O)NCc2cccnc2)cc1OC	-1	4	-5	-4	5	-1	-20	-2	2
COc1ccc(NC(=O)COC(=O)C2CCCCC2)c([N+](=O)[O-])c1	-4	2	10	-8	-10	-1	12	2	2
Cc1ccnc(NS(=O)(=O)c2ccccc2)n1	-1	10	1	-4	-10	-7	4	-1	-3
CC(C)[C@H]1COCCS(=O)(=O)N1Cc1ccccc1-c1cccc2c1oc1ccccc12	41	1	nt	2	nt	nt	2	nt	-1
CC(C)C(C(=O)N1CCN(Cc2ccccc2)CC1)c1ccccc1 (stereo not drawn)	-10	2	3	-6	-6	0	8	0	0
Cc1ccccc1NC(=O)CCc1nnc2ccc(N3CCC4(CC3)OCCO4)nn12	-3	-13	-4	3	1	-9	-2	-3	-1
Cc1cccc(NC(=S)NNc2ncc(C(F)(F)F)cc2Cl)c1	-4	-4	-12	-8	-5	-12	15	0	2
CCn1cc(Br)c(C(=O)N2CCN(c3ccccc3)CC2)n1	9	0	10	-8	17	8	3	-3	2
CCOc1ccc(N2CC(C(=O)N3CCCC3)CC2=O)cc1 (stereo not drawn)	-7	7	-2	-5	-7	-1	5	0	0
COCC(=O)Nc1ccc2nc3n(c(=O)c2c1)CCCCC3	0	0	7	-2	4	7	6	-2	3
CC(C)N1C(=O)/C(=C\c2nc3ccccc3c(=O)n2-c2ccccc2)c2ccccc21	29	nt	nt	2	nt	nt	31	nt	-2

Compounds from the list above with fluorine (3):
SMILES	PfGluPho inh	SENP7 block	UBC13 inh	HKDC1 inhibitor	SENP6 block	SENP8 block-1	SENP8 block-2	beta cell repl	SENP1 FRET inh
O=S(=O)(CCN1CCOCC1)c1ccc(OC(F)(F)F)cc1	-6	8	5	-3	-5	4	15	-1	0
O=C(Nc1ccccc1F)c1ccc(S(=O)(=O)NCC2CCCO2)cc1 (stereo not drawn)	15	8	3	-1	3	1	4	-1	0
Cc1cccc(NC(=S)NNc2ncc(C(F)(F)F)cc2Cl)c1	-4	-4	-12	-8	-5	-12	15	0	2

Carrying on:
SMILES	PfGluPho inh	SENP7 block	UBC13 inh	HKDC1 inhibitor	SENP6 block	SENP8 block-1	SENP8 block-2	beta cell repl	SENP1 FRET inh
Cc1nc2ccc(NC(=O)c3cccc(S(=O)(=O)N(C)c4ccccc4)c3)cc2s1	2	3	5	-5	7	-7	12	0	-30
COc1ccc(/C=N\NC(=O)c2cccc(F)c2)cc1COc1ccccc1	-1	-4	-9	12	-8	-13	-9	-4	0
O=C(NCCc1c[nH]c2ccccc12)c1ccc(Cl)cc1	6	-3	6	8	16	1	17	-2	1
CCCCCOc1ccc(NC2=CC(=O)CCC2)cc1	6	-6	-11	9	-7	-5	20	-3	-1
Cc1ccc2nsnc2c1S(=O)(=O)Nc1cccc2nsnc12	-4	5	-12	2	0	2	33	2	2
Cc1ccc(S(=O)(=O)N2CCCCC2)cc1NC(=O)COc1ccccc1	4	-5	-10	-1	-6	-5	1	-1	0
O=C(CCc1c[nH]c2ccccc12)NCCc1ccc(Cl)cc1	14	-7	-6	-5	2	-2	13	-5	1
CC(C)(C)C1CCC(=NNC(=O)C(=O)NC2CCCCC2)CC1 (stereo not drawn)	14	-3	1	-6	-14	-6	13	0	4
Cc1ccc(-n2nc(C)c3c(C)c(CCC(=O)NCc4ccccc4)c(C)nc32)cc1	-3	-16	10	-7	4	-13	-379	-3	3
O=c1nccc(NCc2ccco2)[nH]1	5	3	6	-6	8	1	18	-2	0
CN(c1ccccc1)S(=O)(=O)c1ccc(NC(=S)NC(=O)c2ccccc2)cc1	-6	-10	-5	-3	-27	-14	12	-4	1
COc1ccc2c(c1)O[C@@H](c1cccc(C(F)(F)F)c1)[C@H](OC(=O)NCCc1ccc(OC)c(OC)c1)C2=O	nt	1	-5	nt	2	-5	nt	-5	nt
COc1ccc(-c2nn(-c3ccccc3)cc2/C=N/Nc2ccc(S(N)(=O)=O)cc2[N+](=O)[O-])cc1OC	-9	-9	-74	-1	-13	-11	30	-4	4
CC1CCN(C(=O)Cn2c(=O)c3cccn3c3ccccc32)CC1	-4	8	-2	-3	13	10	14	-2	0
O=C(COc1ncnc2scc(-c3ccc(Cl)cc3)c12)NCc1ccco1	0	-1	-4	1	5	-1	15	-1	-6
Cc1nc2ncnn2c(C)c1CCC(=O)N1CCCCC1	-4	1	6	-3	13	-1	6	-3	4
Oc1c(Br)cc(Br)cc1/C=N/n1c(-c2ccccc2)n[nH]c1=S	5	2	0	9	-8	6	-23	-4	-36
Cc1nc2c(sc(=S)n2Cc2ccco2)c(=O)n1CC(=O)Nc1ccc(F)cc1	13	0	-4	-5	12	11	1	-3	-1
C=CCc1cc(C=Nc2ccc(N3CCOCC3)cc2)cc(OCC)c1O	52	nt	nt	5	nt	nt	-2	nt	1
CCN(Cc1ccccc1)C(=O)CN1C(=O)COc2ccc(S(=O)(=O)NC3CCCC3)cc21	-5	0	-2	-1	9	2	3	-2	2
Cc1c(CCCN)c2ccccc2n1Cc1ccccc1	-2	7	0	-4	8	-6	11	-5	-16
CCOC(=O)N1CCN(C(=S)Nc2ccc(C)cc2C)CC1	5	-3	6	-11	-13	6	14	4	1
CN(C)c1ccc(C=C2C=CC=C2)cc1	33	nt	nt	6	nt	nt	7	nt	-29
O=C(N/N=C/c1cc(Cl)cc([N+](=O)[O-])c1O)c1ccccc1NS(=O)(=O)c1cccs1	-53	4	-57	-12	11	5	28	-3	16
C/C(=N\NC(=O)COc1ccccc1[N+](=O)[O-])c1cccs1	-1	10	-4	-2	27	1	17	2	1

UBC13 inh: hit marks shown above.
Molecule | PfGluPho inh | SENP7 block | UBC13 inh | HKDC1 inhibitor | SENP6 block | SENP8 block-2 | SENP1 FRET inh
NC(N)=Nc1nc(-c2ccccc2)c2cc(Cl)ccc2n1 | -11 | 10 | 51* | 1 | -26 | -293 | -23

Three entries from above, in CSV form:
canonical_smiles,PfGluPho inh,SENP7 block,UBC13 inh,HKDC1 inhibitor,SENP6 block,SENP8 block-1,SENP8 block-2,beta cell repl,SENP1 FRET inh
CC1CCN(C(=O)Cn2c(=O)c3cccn3c3ccccc32)CC1,-4,8,-2,-3,13,10,14,-2,0
O=C(COc1ncnc2scc(-c3ccc(Cl)cc3)c12)NCc1ccco1,0,-1,-4,1,5,-1,15,-1,-6
Cc1nc2ncnn2c(C)c1CCC(=O)N1CCCCC1,-4,1,6,-3,13,-1,6,-3,4

(more compounds)
SMILES	PfGluPho inh	SENP7 block	UBC13 inh	HKDC1 inhibitor	SENP6 block	SENP8 block-1	SENP8 block-2	beta cell repl	SENP1 FRET inh
O=C(CSc1nc2ncc(Br)cc2[nH]1)c1cccc([N+](=O)[O-])c1	-3	3	-6	1	-2	0	3	0	-1
CCCNC(=O)c1ccc2c(c1)nc(C)n2-c1cccc(C)c1	3	12	2	-3	0	1	12	-2	0
CC1=C(C)CC(C(=O)NNC(=O)c2csc3c2CCC(C(C)(C)C)C3)C(C(=O)O)C1 (stereo not drawn)	-7	1	-15	-4	5	-2	3	0	0
Cc1ccc(S(=O)(=O)N(CCCO)CC(O)CON=C2c3ccccc3-c3ccccc32)cc1 (stereo not drawn)	9	11	13	-8	-4	9	-8	-3	-7
Cc1oc(-c2ccc(Cl)cc2)nc1CS(=O)CC(=O)NCc1ccccn1 (stereo not drawn)	-12	1	-4	-4	-8	0	0	-2	1
CC(=O)c1ccccc1NC(=O)c1ccc(OCc2c(C)noc2C)cc1	2	3	15	-4	-2	4	-109	-3	1
CCCCCCCCOC(=O)C(NC(=O)CCC(=O)Nc1ccc(S(N)(=O)=O)cc1)C(O)c1ccccc1 (stereo not drawn)	-1	13	-5	2	7	3	14	0	-1
O=C(c1cc(Cl)ccc1Cl)N1CCOCC1	19	7	5	-12	9	1	9	-2	1
O=C(Cc1ccc(-c2ccccc2)cc1)Nc1ncccc1O	-7	0	-2	3	14	-1	-118	0	-11
CC(=O)CCn1cnc([N+](=O)[O-])n1	-20	14	-6	3	28	10	33	-2	0
Cc1ccc(N=C2NC(=O)/C(=C\c3ccco3)S2)cc1	11	3	-3	-8	-30	-3	0	0	-2
